hIAP activ: increases human intestinal alkaline phosphatase activity; P09923; purified human IAP, CDP-Star luminescence, 30 min; stronger effect = higher value; 1 = vehicle-only enzyme, 0 = enzyme-free background; activation factor at 10 µM; hit rate 0.16% among 330,000; AID 2524;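 active means activation factor of the enzyme at least 2-fold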; further: the source names both 10 and 20 µM as test concentration; values of inactives mirror those of a sister screen read the other way
hIAP block: blocks human intestinal alkaline phosphatase; P09923; hit rate 0.12% among 330,000; purified IAP, CDP-Star luminescence, 30 min; inhibition, % at 10 µM;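 active means inhibition reaching a set limit with compound at 10 µM in the primary screen, cut at about 35% in these data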;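 further: plate controls were DMSO wells with enzyme for no effect and no-enzyme buffer wells for full effect; values of inactives mirror those of a sister screen read the other way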
mIAP activ: mouse IAP activation; hit rate 0.24% among 330,000; muIAP, CDP-Star luminescence, 30 min; stronger effect = higher value; 1 = vehicle-only enzyme signal, 0 = enzyme-free wells; activation factor at 10 µM;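 active means activation factor of at least 2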; further: the source names both 10 and 20 µM as test concentration; values of inactives mirror those of a sister screen read the other way
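Assay system: mouse IAP enzyme; reagent: chemiluminescent substrate CDP-Star; dosing: test compounds delivered from DMSO solution; schedule: 30 min at room temperature; measured by: luminescence from enzymatic CDP-Star hydrolysis; controls: DMSO-only wells and no-enzyme negative control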
TIM10 inh: TIM10 yeast growth inhibition; S. cerevisiae TIM10 strain growth, BacTiter-Glo luminescence, 24 h; inhibition, % at 10 µM; hit rate 1.4% among 330,000; AID 463195;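 active means inhibition of 40% or more at the single tested concentration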;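 further: wild-type TIM10 isogenic control strain grown at permissive 25 °C; 0% = DMSO yeast wells and 100% = minimal medium wells without yeast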
mIAP inh: mouse IAP inhibition; inhibition, % at 10 µM; AID 2806; purified mouse IAP, CDP-Star luminescence, 30 min; hit rate 0.2% among 330,000;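 active means inhibition of at least 40% at 10 µM in the primary screen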;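 further: plate controls were DMSO with enzyme for no effect and no enzyme wells for full effect; values of inactives mirror those of a sister screen read the other way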
ATG4B inh: inhibitors of human ATG4B cysteine protease; Q9Y4P1; hit rate 0.51% among 340,000; ATG4B cleavage of LC3-PLA2, NBD-HPC fluorescence, 1 h; inhibition, % at 8.33 µM; in the data active means inhibition above about 40%
Apaf-1 inh: human Apaf-1 inhibition | reconstituted apoptosome caspase-3 activity, DEVD-Rh110 fluorescence | inhibition, % at 20 µM | hit rate 0.71% among 330,000 | AID 489030; active means inhibition of at least 40% at 20 µM;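 further: plate controls were DMSO wells for no effect and DEVD-CHO caspase inhibitor wells for full effect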
Target sequence (O14727 whole entry, looked up): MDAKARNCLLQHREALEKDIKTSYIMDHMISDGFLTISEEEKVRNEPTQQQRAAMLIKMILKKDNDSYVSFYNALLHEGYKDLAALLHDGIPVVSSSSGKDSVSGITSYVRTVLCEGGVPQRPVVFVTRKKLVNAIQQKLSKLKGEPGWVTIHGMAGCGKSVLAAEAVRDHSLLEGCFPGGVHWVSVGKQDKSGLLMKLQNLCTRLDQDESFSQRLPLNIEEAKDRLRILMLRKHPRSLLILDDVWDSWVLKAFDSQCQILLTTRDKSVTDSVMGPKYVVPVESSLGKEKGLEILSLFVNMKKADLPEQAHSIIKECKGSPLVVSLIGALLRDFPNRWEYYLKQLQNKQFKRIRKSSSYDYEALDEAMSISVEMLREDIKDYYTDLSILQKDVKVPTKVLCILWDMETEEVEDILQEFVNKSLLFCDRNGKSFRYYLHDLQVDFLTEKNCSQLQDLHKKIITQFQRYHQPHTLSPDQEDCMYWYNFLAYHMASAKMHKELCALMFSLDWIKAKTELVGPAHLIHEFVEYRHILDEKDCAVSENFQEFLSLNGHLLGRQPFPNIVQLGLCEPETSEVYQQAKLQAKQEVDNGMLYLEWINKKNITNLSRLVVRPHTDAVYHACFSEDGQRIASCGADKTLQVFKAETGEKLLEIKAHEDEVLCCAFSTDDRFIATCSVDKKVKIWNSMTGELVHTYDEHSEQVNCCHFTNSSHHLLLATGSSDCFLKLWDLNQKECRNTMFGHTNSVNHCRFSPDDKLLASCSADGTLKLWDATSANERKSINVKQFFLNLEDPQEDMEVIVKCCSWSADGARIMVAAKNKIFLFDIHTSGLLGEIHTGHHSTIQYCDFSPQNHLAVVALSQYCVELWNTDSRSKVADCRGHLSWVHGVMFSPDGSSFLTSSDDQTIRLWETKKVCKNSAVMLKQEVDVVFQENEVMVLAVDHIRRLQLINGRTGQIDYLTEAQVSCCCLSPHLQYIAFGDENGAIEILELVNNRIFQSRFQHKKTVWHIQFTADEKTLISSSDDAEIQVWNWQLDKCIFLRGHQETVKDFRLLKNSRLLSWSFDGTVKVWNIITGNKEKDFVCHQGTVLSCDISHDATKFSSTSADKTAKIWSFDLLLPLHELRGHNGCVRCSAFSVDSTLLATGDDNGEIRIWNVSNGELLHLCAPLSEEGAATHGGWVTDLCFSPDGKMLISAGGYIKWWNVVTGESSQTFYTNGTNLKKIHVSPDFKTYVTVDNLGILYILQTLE
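Medium: Hepes buffer, pH 7.5 / System: biochemical Apaf-1 apoptosome reconstitution / Measured by: Rh110 fluorescence, excitation 480 nm, emission 540 nm / Times: compound with Apaf-1, dATP, procaspase-3 30 min, then 50 min reaction, room temperature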
tim10-1 inh: growth inhibitors of tim10-1 mutant yeast; S. cerevisiae tim10-1 ts strain growth, BacTiter-Glo, 24 h; inhibition, % at 20 µM; hit rate 2.2% among 330,000; AID 463190;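 active means inhibition of at least 40%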;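 further: mutant grown at 25 °C; 0% = DMSO wells with yeast and 100% = wells holding no yeast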
NLRP3 yeast inh: inhibitors of NALP3 inflammasome in yeast | Yeast reconstituted NLRP3/ASC/caspase-1, beta-gal luminescence, 24 h | inhibition, % at 10 µM | hit rate 0.39% among 330,000 | AID 2825;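 active means inhibition of 50% or more; inactive means inhibition below 50%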;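 further: plate controls were induced DMSO wells for no effect and uninduced yeast grown without galactose for full effect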
* = called active by the depositor; . = no result given.

SMILES | hIAP activ | hIAP block | mIAP activ | TIM10 inh | mIAP inh | ATG4B inh | Apaf-1 inh | tim10-1 inh | NLRP3 yeast inh
Cc1cc(Nc2cccc(C(=O)O)c2)n2ncnc2n1 | 1.1 | -6 | 1 | 0 | -3 | -2 | -3 | -3 | 9
c1ccc(SCc2nc3ccccc3[nH]2)nc1 | 1 | -2 | 1.1 | 1 | -13 | -2 | -6 | -6 | 10
COc1c(Cl)cccc1-c1cn2ccccc2n1 | 0.89 | 11 | 0.97 | 20 | 3 | 2 | -15 | 6 | 41
CCOC(=O)N1CCN(CC(=O)c2ccc(O)c(C)c2O)CC1 | 0.94 | 6 | 0.93 | 8 | 7 | 0 | -3 | 2 | -1
O=S(=O)(c1ccc(F)cc1)c1nc(-c2ccco2)oc1Nc1ccc(F)cc1 | 1 | -1 | 1 | 21 | 0 | -8 | 13 | 22 | 26
O=C1CCC(C(=O)N2CCCCO2)CN1CCc1ccccc1 (centres undefined) | 1.1 | -7 | 1 | 6 | -1 | -10 | -7 | 12 | 13
CC(C)(C)CN1C(=O)C(=O)NC[C@@H]1Cc1ccc(O)cc1 | 1.1 | -13 | 0.93 | 6 | 7 | -10 | -1 | 2 | -13
O=C(CC(=O)NCc1ccccc1)NCc1ccccc1 | 0.95 | 5 | 1 | 13 | -2 | 2 | -4 | -16 | 15
CCOC(=O)Cc1cc(=O)n2[nH]cc(-c3cccc(Br)c3)c2n1 | 1 | -2 | 0.95 | -6 | 5 | 13 | 13 | 14 | 4
CC(=O)Nc1c(O)nc(SCC(=O)Nc2nnc(CC(C)C)s2)[nH]c1=O | 0.91 | 9 | 1 | 4 | -3 | -5 | 1 | 7 | -4

Structural class: those above containing four or more nitrogen atoms.
SMILES | hIAP activ | hIAP block | mIAP activ | TIM10 inh | mIAP inh | ATG4B inh | Apaf-1 inh | tim10-1 inh | NLRP3 yeast inh
Cc1cc(Nc2cccc(C(=O)O)c2)n2ncnc2n1 | 1.1 | -6 | 1 | 0 | -3 | -2 | -3 | -3 | 9
CC(=O)Nc1c(O)nc(SCC(=O)Nc2nnc(CC(C)C)s2)[nH]c1=O | 0.91 | 9 | 1 | 4 | -3 | -5 | 1 | 7 | -4

2 compounds from above, showing only mIAP inh and ATG4B inh.
Structure	mIAP inh	ATG4B inh
O=C(CC(=O)NCc1ccccc1)NCc1ccccc1	-2	2
CCOC(=O)Cc1cc(=O)n2[nH]cc(-c3cccc(Br)c3)c2n1	5	13

Next section:
SMILES | hIAP activ | hIAP block | mIAP activ | TIM10 inh | mIAP inh | ATG4B inh | Apaf-1 inh | tim10-1 inh | NLRP3 yeast inh
CC(C)c1ccc(NC(=O)COC(=O)c2cc(=O)[nH]c3ccccc23)cc1 | 1 | -2 | 1.1 | 5 | -7 | -18 | 12 | 4 | 26
COc1ccc(-n2nc3c(c2NC(=O)c2ccccc2S(=O)(=O)C(F)F)CS(=O)(=O)C3)cc1 | 1.1 | -9 | 0.98 | 4 | 2 | -2 | -10 | 4 | 14
Cc1cc(N)n(-c2ccc(S(=O)(=O)N3CCCC3)cc2[N+](=O)[O-])n1 | 1.1 | -5 | 1.1 | 24 | -7 | -6 | 2 | 7 | 3
COc1ccc(C2Sc3nncn3N2Cc2ccc(C#N)cc2)cc1 (centres undefined) | 1.1 | -6 | 1.1 | -8 | -12 | -9 | 2 | -6 | 10
COc1ccc(CC(=O)N/N=C/c2ccc(C)s2)cc1 | 0.94 | 6 | 1.1 | -1 | -8 | -2 | -1 | -5 | 21
O=C(Cn1nc(C(=O)O)c2ccccc2c1=O)Nc1ccc(Cl)c(S(=O)(=O)N2CCOCC2)c1 | 0.92 | 8 | 0.99 | 3 | 1 | -5 | 8 | 0 | 15
CCn1c(SCC(N)=O)nc2sc3c(c2c1=O)CCN(C)C3 | 1 | 0 | 0.89 | 15 | 11 | 1 | -8 | 6 | -3
O=C(Nc1cccc(NC(=O)c2ccccc2)n1)c1ccccc1 | 0.93 | 7 | 0.99 | -14 | 1 | -12 | 2 | 25 | 48
Cc1cccc(NC(=O)C(=O)NCCCN2CCOCC2)c1 | 1 | -4 | 1.2 | -8 | -16 | 2 | 11 | -8 | 24
CCOc1ccccc1N | 0.93 | 7 | 1.1 | -4 | -6 | 2 | -2 | 6 | 4
COc1ccc(N2C(=NC(=O)CCCc3ccccc3)SC3CS(=O)(=O)CC32)cc1 (centres undefined) | 1.1 | -6 | 0.96 | 7 | 4 | -2 | 15 | 0 | 3
O=C(N/N=C/c1ccncc1)c1ccc(OCc2ccccc2)cc1 | 0.99 | 1 | 0.95 | -4 | 5 | -9 | -5 | -2 | -7
CCn1cc(/C=C(\NC(=O)c2ccccc2F)C(=O)N2CCOCC2)c2ccccc21 | 1.1 | -12 | 1 | 11 | -2 | -4 | 0 | 12 | 13
O=C(c1ccc([N+](=O)[O-])cc1)N(Cc1ccc(Cl)cc1)N1C(=O)CCCC1=O | 0.89 | 11 | 1 | 2 | -2 | 6 | 1 | 11 | -2
COc1ccccc1NC(=O)Cn1nnc(C(=O)NCc2cccs2)c1N | 1.1 | -8 | 1 | -10 | -2 | 3 | -7 | 16 | 6
O=C(Nc1ccc(F)c(F)c1)c1ccc2c(c1)OCO2 | 1.1 | -8 | 1.1 | 13 | -8 | 8 | 4 | -7 | 15
Cc1cc(CNC(=O)CCc2nnc(CCCc3ccccc3)o2)nn1C | 1.1 | -9 | 1.1 | -3 | -11 | 5 | 7 | 4 | 0
CCn1c(C)cc(/C=C2\NC(=O)N(CC(=O)Nc3cccc(C)c3)C2=O)c1C | 0.89 | 11 | 1 | 3 | 0 | 18 | 15 | 15 | 17
COc1cccc(-n2nnc3c(=O)n(Cc4ccccc4F)cnc32)c1 | 0.94 | 6 | 0.93 | 18 | 7 | 3 | 14 | 0 | 16
Cc1cc(S(=O)(=O)NCC(=O)O)ccc1F | 0.88 | 12 | 1 | 5 | -1 | -5 | -8 | 0 | 2
CS(=O)(=O)c1cccc(C(=O)NC(c2ccccc2)c2ccccc2)c1 | 1.2 | -16 | 1 | 15 | -4 | -7 | 18 | 24 | 13
CN(C(=O)CSc1nnc(-c2ccc(Cl)cc2)n1CC1CCCO1)C1CCS(=O)(=O)C1 (centres undefined) | 1.1 | -10 | 0.91 | 12 | 9 | -5 | -30 | 4 | -14
Cc1[nH]n(-c2ccccc2)c(=O)c1/C=N/n1c(C)nc2ccccc2c1=O | 1.1 | -6 | 1.1 | 24 | -8 | 5 | 3 | 12 | -6
CC(=O)c1c(C)[nH]c(C(=O)OCC(=O)NCCc2ccc(Cl)cc2)c1C | 0.79 | 21 | 1.2 | 8 | -21 | -2 | 14 | 13 | 23
O=C(NC1CC1)c1cc2cc3ccccc3nc2s1 | 1 | -1 | 0.95 | -1 | 5 | -3 | 2 | -21 | 26
CC1CC1C(=O)Nc1ccc(S(=O)(=O)N2CCCCC2)cc1 (centres undefined) | 0.87 | 13 | 0.99 | 14 | 1 | -1 | -2 | 23 | 12
CC(=O)Nc1ccc(S(=O)(=O)N(C)CC(=O)OCC(=O)NNC(=O)c2ccccc2F)cc1 | 1.1 | -7 | 0.87 | -1 | 13 | 6 | 2 | -8 | -5
O=C(O)CCNS(=O)(=O)c1ccc2c(c1)CCCC2 | 1.2 | -15 | 1.1 | -12 | -10 | -8 | -10 | 7 | -7
CCCC(C(=O)NC1CCCC1)N(Cc1ccc2c(c1)OCO2)C(=O)c1snc(C(N)=O)c1N (centres undefined) | 0.92 | 8 | 0.91 | 18 | 9 | 0 | 1 | 7 | 19
CCc1cc(=O)oc2cc(OC(C)C(=O)NCC(O)c3ccccc3)c(Cl)cc12 (centres undefined) | 1.3 | -28 | 0.94 | 5 | 6 | -5 | -4 | 24 | 7
COCCn1c(=O)[nH]c2cc(C(=O)Nc3cccc(C(C)=O)c3)ccc2c1=O | 0.87 | 13 | 0.94 | -8 | 6 | -4 | -6 | -8 | -10
O=C1C2C3C=CC(CC3)C2C(=O)N1/N=C/c1ccc(O)cc1 (centres undefined) | 0.86 | 14 | 0.94 | 18 | 6 | 10 | -10 | 11 | 1
COC(=O)c1cc(-c2ccc(Br)cc2)c2c(=O)[nH]c(=O)n(C)c2n1 | 1.1 | -11 | 0.89 | 24 | 11 | -2 | -4 | -4 | 4
O=C(NCCc1ccccc1)C(=O)c1cn(CC(=O)N2CCCC2)c2ccccc12 | 1 | -3 | 1 | 5 | -3 | 0 | 15 | 23 | 5
Cc1nc(SCC(N)=O)[nH]c(=O)c1Cc1ccc(OC(C)C)cc1 | 1 | -3 | 1.1 | 4 | -6 | -4 | -5 | -5 | 15
O=C(O)c1cccc(Nc2c3ccccc3nc3ccccc23)c1 | 1.1 | -5 | 0.92 | 7 | 8 | 0 | 8 | 2 | 33
CC(=O)N1N=C(c2ccc(Cl)cc2)OC1c1ccc(C(C)C)cc1 (centres undefined) | 0.85 | 15 | 0.92 | 35 | 8 | -2 | 26 | 28 | 14
COC(=O)c1cccc(C23CC4(C2)[C@H](CN(Cc2ccc(-c5ccccc5)cc2)[C@@H]4c2ccccc2)C3c2ccccc2)c1 (some centres undefined) | 0.97 | 3 | 0.98 | 6 | 2 | -13 | 20 | 17 | 14
O=C(CCS(=O)(=O)c1ccc(Br)cc1)NCc1ccco1 | 1.2 | -23 | 1.1 | -6 | -7 | 1 | -88 | 1 | 21
CCOC(=O)NN1C(=O)c2ccccc2NC1c1cccs1 (centres undefined) | 0.92 | 8 | 0.99 | -5 | 1 | -5 | -7 | -14 | 13
COc1ccc(C(=O)N2CCCC(N3CCN(c4ccccc4F)CC3)C2)c(OC)n1 (centres undefined) | 1.3 | -32 | 1 | 3 | -1 | 1 | -4 | -4 | 3
Cc1ccc(S(=O)(=O)N2CCN(C(=O)COC(=O)CNC(=O)c3ccc(C(C)(C)C)cc3)CC2)c(C)c1 | 1 | -4 | 1 | 0 | 0 | -58 | 17 | -12 | 7
Cc1cc(-n2cnnn2)cc(C)c1S(=O)(=O)NCCOc1ccccc1 | 0.88 | 12 | 0.96 | 1 | 4 | -14 | 13 | -3 | 20
COc1ccc(NC(=O)CSc2ccc3nnc(CCNC(=O)c4ccccc4)n3n2)cc1 | 1.2 | -16 | 0.98 | 10 | 2 | -6 | -3 | -1 | 16
COc1ccc(OC)c(NC(=O)c2cc(-c3c(C)cc(C)cc3O)n[nH]2)c1 | 1.5 | -45 | 0.97 | 10 | 3 | 7 | 13 | 0 | 15
O=C(NCc1ccccc1Cl)C1CCC(=O)N(CC2CCCCC2)C1 (centres undefined) | 1.1 | -8 | 1 | 14 | 0 | -3 | 9 | -5 | 12
C=CCNC(=S)N1CCc2c([nH]c3ccccc23)C1C (centres undefined) | 1 | -4 | 1.1 | 7 | -12 | 4 | 10 | 0 | 8
COc1ccc(Cc2nnc(NS(=O)(=O)Cc3ccccc3)s2)cc1 | 1 | -2 | 1 | -6 | 0 | -11 | 3 | 5 | 7
O=C(C[C@H]1C[C@H](C(=O)N2CCOCC2)[C@@]2(CCC3CCCC3)c3[nH]c4cc(-c5ccco5)ccc4c3CCN2C1=O)NCCc1ccccn1 | . | . | 1.2 | -4 | -20 | -16 | 38 | 29 | .
